Bioassay records: PubChem BioAssay, Sanford-Burnham Center for Chemical Genomics
NALP3 yeast inh: blocks the NALP3 inflammasome reconstituted in yeast; Yeast reconstituted NLRP3/ASC/caspase-1, beta-gal luminescence, 24 h; 0.39% of 330,000 active; inhibition, % at 10 µM;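 active = inhibition of 50% or more; inactive = inhibition below 50%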;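 also: plate controls were induced DMSO wells for no effect and uninduced yeast grown without galactose for full effect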
TIM10 inh: inhibits growth of TIM10 yeast strain; inhibition, % at 10 µM; 1.4% of 330,000 active; S. cerevisiae TIM10 strain growth, BacTiter-Glo luminescence, 24 h; AID 463195;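 active = inhibition of 40% or more at the single tested concentration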;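 also: wild-type TIM10 isogenic control strain grown at permissive 25 °C; 0% = DMSO yeast wells and 100% = minimal medium wells without yeast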
hIAP act: increases human intestinal alkaline phosphatase activity; P09923; purified human IAP, CDP-Star luminescence, 30 min; stronger effect = higher value; 1 = vehicle-only enzyme, 0 = enzyme-free background; activation factor at 10 µM; 0.16% of 330,000 active; AID 2524;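 active = activation factor of the enzyme at least 2-fold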; also: the source names both 10 and 20 µM as test concentration; values of inactives mirror those of a sister screen read the other way
mIAP block: blocks mouse intestinal alkaline phosphatase; purified mouse IAP, CDP-Star luminescence, 30 min; inhibition, % at 10 µM; 0.2% of 330,000 active;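 active = inhibition of at least 40% at 10 µM in the primary screen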;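 also: plate controls were DMSO with enzyme for no effect and no enzyme wells for full effect; values of inactives mirror those of a sister screen read the other way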
hIAP block: blocks human intestinal alkaline phosphatase; P09923; inhibition, % at 10 µM; AID 2544; 0.12% of 330,000 active; purified IAP, CDP-Star luminescence, 30 min;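 active = inhibition reaching a set limit with compound at 10 µM in the primary screen, cut at about 35% in these data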;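 also: plate controls were DMSO wells with enzyme for no effect and no-enzyme buffer wells for full effect; values of inactives mirror those of a sister screen read the other way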
tim10-1 inh: tim10-1 yeast growth inhibition; inhibition, % at 20 µM; 2.2% of 330,000 active; AID 463190; S. cerevisiae tim10-1 ts strain growth, BacTiter-Glo, 24 h;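 active = inhibition of at least 40%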;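 also: mutant grown at 25 °C; 0% = DMSO wells with yeast and 100% = wells holding no yeast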
mIAP activ: increases mouse intestinal alkaline phosphatase activity; muIAP, CDP-Star luminescence, 30 min; stronger effect = higher value; 1 = vehicle-only enzyme signal, 0 = enzyme-free wells; AID 2805; activation factor at 10 µM; 0.24% of 330,000 active;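 active = activation factor of at least 2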; also: the source names both 10 and 20 µM as test concentration; values of inactives mirror those of a sister screen read the other way
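Assay system: mouse IAP enzyme / Compound: DMSO-dissolved test compounds / Timing: 30 min, room temperature / Measured by: luminescence from enzymatic CDP-Star hydrolysis / Control set: DMSO-only wells, enzyme-free buffer wells as negative control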
ATG4B inh: ATG4B (human) cysteine protease inhibition | Q9Y4P1 | ATG4B cleavage of LC3-PLA2, NBD-HPC fluorescence, 1 h | inhibition, % at 8.33 µM | 0.51% of 340,000 active; in the data active = inhibition above about 40%
Apaf-1 inh: human Apaf-1 inhibition; O14727; reconstituted apoptosome caspase-3 activity, DEVD-Rh110 fluorescence; inhibition, % at 20 µM; 0.71% of 330,000 active; AID 489030; active = inhibition of at least 40% at 20 µM;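 also: plate controls were DMSO wells for no effect and DEVD-CHO caspase inhibitor wells for full effect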
Target sequence (O14727 whole entry, looked up): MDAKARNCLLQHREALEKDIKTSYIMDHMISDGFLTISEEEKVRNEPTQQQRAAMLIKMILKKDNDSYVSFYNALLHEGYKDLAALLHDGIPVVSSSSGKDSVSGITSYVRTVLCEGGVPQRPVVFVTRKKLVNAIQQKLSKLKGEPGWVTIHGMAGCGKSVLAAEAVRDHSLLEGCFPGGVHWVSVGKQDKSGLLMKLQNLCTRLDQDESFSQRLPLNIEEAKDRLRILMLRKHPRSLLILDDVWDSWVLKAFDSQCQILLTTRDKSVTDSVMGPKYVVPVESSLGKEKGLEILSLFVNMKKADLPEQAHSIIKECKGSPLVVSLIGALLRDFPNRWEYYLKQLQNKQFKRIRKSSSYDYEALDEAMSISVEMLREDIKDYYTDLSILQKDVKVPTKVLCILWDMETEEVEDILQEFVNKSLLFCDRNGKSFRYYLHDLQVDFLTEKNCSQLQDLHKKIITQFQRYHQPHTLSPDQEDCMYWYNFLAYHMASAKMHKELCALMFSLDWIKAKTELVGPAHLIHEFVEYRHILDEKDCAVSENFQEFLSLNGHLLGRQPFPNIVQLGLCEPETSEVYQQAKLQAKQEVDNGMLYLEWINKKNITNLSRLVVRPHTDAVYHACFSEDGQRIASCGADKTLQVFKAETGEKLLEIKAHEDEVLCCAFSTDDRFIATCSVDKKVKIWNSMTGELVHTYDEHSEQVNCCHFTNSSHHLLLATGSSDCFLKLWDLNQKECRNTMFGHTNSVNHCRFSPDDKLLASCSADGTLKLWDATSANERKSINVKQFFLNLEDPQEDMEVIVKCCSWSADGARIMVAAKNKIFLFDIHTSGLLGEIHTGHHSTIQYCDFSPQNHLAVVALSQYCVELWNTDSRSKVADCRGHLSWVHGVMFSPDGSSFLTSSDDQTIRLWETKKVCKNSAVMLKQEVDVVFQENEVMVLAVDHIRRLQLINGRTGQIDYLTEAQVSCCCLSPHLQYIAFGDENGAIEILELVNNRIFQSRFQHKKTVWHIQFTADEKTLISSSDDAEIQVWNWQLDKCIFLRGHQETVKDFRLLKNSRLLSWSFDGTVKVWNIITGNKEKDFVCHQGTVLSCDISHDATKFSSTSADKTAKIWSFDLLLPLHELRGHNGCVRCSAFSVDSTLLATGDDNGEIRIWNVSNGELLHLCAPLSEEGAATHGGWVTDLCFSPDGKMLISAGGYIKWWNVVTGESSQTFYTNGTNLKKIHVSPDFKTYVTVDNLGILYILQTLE
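Medium: Hepes buffer, pH 7.5 / System: biochemical Apaf-1 apoptosome reconstitution / Measured by: Rh110 fluorescence, excitation 480 nm, emission 540 nm / Times: compound with Apaf-1, dATP, procaspase-3 30 min, then 50 min reaction, room temperature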
The depositor's hits bear a star; · = no result given.

SMILES	NALP3 yeast inh	TIM10 inh	hIAP act	mIAP block	hIAP block	tim10-1 inh	mIAP activ	ATG4B inh	Apaf-1 inh
Cc1ccc(C2(c3ccc(C)cc3)CC2C(=O)NCc2cccnc2)cc1 (centres undefined)	15	25	1.2	-13	-17	18	1.1	-1	10
Cc1ccccc1-c1nc(C#N)c(N2CCCCC2)o1	-20	25	0.84	4	16	1	0.96	4	6
CC(C)N1CC(O)=C(c2nc3ccccc3c(=O)[nH]2)C1=N	5	6	0.82	12	18	-2	0.88	-3	-13
COc1cc(COCC(O)CN2CCOCC2)cc(OC)c1OC (centres undefined)	16	0	0.94	-17	6	18	1.2	-3	-5
CC(NC(=O)C1CCCN1S(=O)(=O)c1ccccc1)c1ccccc1 (centres undefined)	-2	-11	1.2	-11	-16	26	1.1	2	-1
O=C(O)CC1c2ccccc2CCN1S(=O)(=O)c1cccs1 (centres undefined)	1	4	0.92	2	8	9	0.98	6	-22
Cc1cc(C)cc(N=C(NO)c2cccc([N+](=O)[O-])c2)c1	14	13	0.97	5	3	29	0.95	2	10
CCN(CC)S(=O)(=O)c1ccc(N2CC(C(=O)NCc3cccnc3)CC2=O)cc1 (centres undefined)	7	-6	1	-3	0	-5	1	-10	3
O=C1OCC/C1=C\c1ccccc1	-7	-12	1.1	1	-12	-13	0.99	0	-6
NC1=NC(=O)C(Cc2ccc(Br)cc2)S1 (centres undefined)	5	0	1.5	4	-53	-6	0.96	-5	2

Brought forward from above: 2 entries; new compounds follow.
SMILES	NALP3 yeast inh	TIM10 inh	hIAP act	mIAP block	hIAP block	tim10-1 inh	mIAP activ	ATG4B inh	Apaf-1 inh
O=C1OCC/C1=C\c1ccccc1	-7	-12	1.1	1	-12	-13	0.99	0	-6
NC1=NC(=O)C(Cc2ccc(Br)cc2)S1 (centres undefined)	5	0	1.5	4	-53	-6	0.96	-5	2
Cc1ccc(CNC(=O)C(c2ccccc2)c2ccccc2)cc1	20	9	1.1	-10	-14	-20	1.1	-1	8
COc1ccc(Nc2cc(C(=O)NCCCN3CCN(C)CC3)c3ccccc3n2)cc1OC	-3	2	0.84	2	16	7	0.98	-9	3
CC1(OC(=O)C2CCCC2)C(=O)C=C2C=C(c3ccsc3)N(C3CC3)C=C2C1=O (centres undefined)	8	-6	1.1	-9	-6	-20	1.1	2	37
Cc1cccc(NC(=S)NN2CCOCC2)c1C	19	-21	1	4	-3	0	0.96	-2	1
Cc1ccc(NC(=O)C2COc3ccccc3O2)c(C)c1 (centres undefined)	27	5	1.1	1	-10	9	0.99	0	-3
Cc1ccc(S(=O)(=O)N/N=C\c2ccc(Cl)c([N+](=O)[O-])c2)cc1	27	15	1.3	-1	-34	23	1	-7	-8
N#CC1(C#N)C(C(=O)C23CC4CC(CC(C4)C2)C3)C12CCOCC2 (centres undefined)	22	44*	1	5	0	48*	0.95	5	-214
CCC1CCCCN1CCNS(=O)(=O)c1ccc2c(c1)CCN2C(C)=O (centres undefined)	23	-6	0.76	5	24	3	0.95	-9	-2
CCn1c(CC(=O)Nc2ccccc2F)nnc1SCC(=O)NC1CCCCC1	12	2	1	-2	-2	-10	1	0	8
O=C(CN1CCN(Cc2cccc(Cl)c2)C1=O)NCC1CCCO1 (centres undefined)	7	4	1	1	-4	-16	0.99	-9	3
S=C(NCc1ccco1)N1CCN(C(c2ccccc2)c2ccccc2)CC1	18	25	1.2	-14	-16	30	1.1	-2	-9
Brc1ccc(-c2nn[nH]n2)cc1	-7	-23	0.98	-3	2	-10	1	1	-3
CCOc1ncccc1C(=O)Nc1c(C)n(C)n(-c2ccccc2)c1=O	19	-8	0.91	3	9	-17	0.97	2	-7
Cc1ccccc1C(=O)Nc1c(C(=O)N2CCCC2)cnn1-c1ccccc1	12	9	1.1	-6	-14	10	1.1	-1	-9
O=C1/C(=C/c2cccc(O)c2)SC(=S)N1CC1CCCO1 (centres undefined)	31	-21	1.1	8	-7	3	0.92	8	-22
O=C(COC(=O)/C=C/c1ccc(S(=O)(=O)N2CCOCC2)cc1)NCc1ccccc1	-15	19	0.99	-2	1	26	1	-4	-10
Cc1cccc(-n2ccc(=O)c(C(=O)O)n2)c1	8	7	0.89	0	11	-4	1	3	-3
CC1CC1C(=O)Nc1nc2ccc(S(C)(=O)=O)cc2s1 (centres undefined)	12	30	0.98	-5	2	24	1	5	9
CC(C)CC(OC(=O)c1ccc(Cl)nc1)C(=O)NC1CCCC1 (centres undefined)	14	-5	0.96	-3	4	7	1	16	4
O=C(c1ccc(Cl)c(S(=O)(=O)N2CCCCCC2)c1)N1CCCC(C(F)(F)F)C1 (centres undefined)	15	-5	0.94	2	6	17	0.98	0	60*
CCOC(=O)c1ccc(-c2cccc(-c3cc(=O)oc4cc(OC)cc(OC)c34)c2)cc1	·	-8	·	0	·	13	1	-7	14
CCCCN(C(=O)c1[nH]c(C)c(C(=O)OCC)c1C)c1c(N)n(CCCC)c(=O)[nH]c1=O	7	-1	1.1	-6	-7	-2	1.1	2	37
CN(C)S(=O)(=O)c1ccc(C(=O)OCCN=C2NS(=O)(=O)c3ccccc32)cc1	2	7	0.92	-1	8	8	1	-15	-9
COc1ccc(N2CCN(C(=O)COC(=O)Cc3ccc(F)cc3)CC2)cc1	28	9	1.2	-3	-16	17	1	0	6
CCCNC(=O)Cn1c(=O)n(CC(=O)N2CCCCC2)c(=O)c2sccc21	-1	-5	0.88	-2	12	-4	1	1	-2
O=Cc1cn(CCC(=O)O)nc1-c1cccc(Cl)c1	4	-12	0.99	-26	1	0	1.3	5	7
Cc1ccc(S(=O)(=O)N2CCC(C(=O)OCC(=O)N(Cc3ccccc3)C(C)(C)C)CC2)cc1C	15	13	1.1	9	-7	19	0.91	-2	25
CC(=O)NC1CC2CCCC(C1)N2CC(=O)Nc1ccccc1 (centres undefined)	12	-20	1	-5	0	8	1	-7	10
CCN(CC(=O)Nc1c(F)cccc1F)C(=O)CCOc1ccccc1	3	6	1.1	-4	-13	11	1	5	3
CCCc1cc(C(=O)Nc2ccc(C)cc2)no1	18	-8	1	1	-2	3	0.99	-2	-1
CC(=O)C1=C(C)OC(N)=C(C#N)C1c1cccc2ccccc12 (centres undefined)	6	25	1.2	-7	-24	32	1.1	-4	-21
O=C(CC(=O)Nc1cccc(Cl)c1)N/N=C\c1ccccc1	4	6	0.98	8	2	-4	0.92	-6	1
COCCN(C(=S)Nc1cccc(Cl)c1C)C(C)c1ccco1 (centres undefined)	-3	-11	1	7	-2	15	0.93	-2	-3
CCn1cc(Br)c(C(=O)Nc2cccc(SC)c2)n1	22	9	1	-1	0	19	1	-9	1
O=c1nc(/C=C/c2ccc(-c3ccc(F)cc3)o2)cc(C(F)(F)F)[nH]1	6	34	0.85	5	15	47*	0.95	·	11
CC(C)(C)c1cc(CCC(=O)NCCc2ccccn2)cc(C(C)(C)C)c1O	20	26	1.2	1	-18	12	0.99	5	4
Cc1ccc(NC(=O)CN(C)CC(=O)NC2CCCc3ccccc32)cc1 (centres undefined)	-8	-9	1.1	0	-14	10	1	27	-7
O=C(c1ccc(Cl)nc1)c1cccs1	12	-9	0.77	-8	23	-13	1.1	-10	-12
COc1ccccc1CNC(=O)CCCNC(=O)Cn1cnc2sc(C)c(C)c2c1=O	8	8	1.1	5	-8	-33	0.95	-4	-2
O=c1oc(-c2cccc(C(F)(F)F)c2)nn1-c1ccc(C(F)(F)F)cn1	8	7	1.2	6	-20	23	0.94	-3	9

3 of the compounds above, with values under each structure:
Results follow in this order: NALP3 yeast inh	TIM10 inh	hIAP act	mIAP block	hIAP block	tim10-1 inh	mIAP activ	ATG4B inh	Apaf-1 inh
> COCCN(C(=S)Nc1cccc(Cl)c1C)C(C)c1ccco1 (centres undefined)
  -3	-11	1	7	-2	15	0.93	-2	-3
> O=c1oc(-c2cccc(C(F)(F)F)c2)nn1-c1ccc(C(F)(F)F)cn1
  8	7	1.2	6	-20	23	0.94	-3	9
> CCn1cc(Br)c(C(=O)Nc2cccc(SC)c2)n1
  22	9	1	-1	0	19	1	-9	1

Look-ups from above:
In hIAP block, COCCN(C(=S)Nc1cccc(Cl)c1C)C(C)c1ccco1 (centres undefined) reads -2
In NALP3 yeast inh, CC(C)(C)c1cc(CCC(=O)NCCc2ccccn2)cc(C(C)(C)C)c1O reads 20

Printed as active in TIM10 inh, among the entries above:
Structure	NALP3 yeast inh	TIM10 inh	hIAP act	mIAP block	hIAP block	mIAP activ	ATG4B inh
N#CC1(C#N)C(C(=O)C23CC4CC(CC(C4)C2)C3)C12CCOCC2 (centres undefined)	22	44*	1	5	0	0.95	5

Carrying on.
SMILES	NALP3 yeast inh	TIM10 inh	hIAP act	mIAP block	hIAP block	tim10-1 inh	mIAP activ	ATG4B inh	Apaf-1 inh
CCCCn1c(/C=N/Nc2nc3ccccc3[nH]2)nc2ccccc21	46	-10	1.6	35	-60	38	0.65	14	7
O=C(NNC(=O)C1CC(c2cccs2)=NO1)Nc1ccc(Cl)cc1 (centres undefined)	0	5	1.5	11	-49	12	0.89	5	-2
CCc1cc2c(COC(=O)CCNS(=O)(=O)c3cccc(C(F)(F)F)c3)cc(=O)oc2cc1O	7	0	1	-4	-1	10	1	-20	-5
CCN(CC)c1ccc(C=O)c(OC)c1	9	-12	0.91	4	9	6	0.96	2	10
Cc1nn(CC(=O)c2ccc(Br)s2)c(C)c1[N+](=O)[O-]	30	0	0.95	12	5	-7	0.88	-3	-22
Cc1ccccc1N(C(=O)Cn1nnc(-c2ccc(F)cc2)n1)C(C(=O)NC(C)(C)C)c1ccncc1 (centres undefined)	19	3	1	2	-5	21	0.98	-14	11
